# MmCpn inh – blocks the Methanococcus maripaludis chaperonin Mm-Cpn | AID 504842 | 330,000 tested, 0.031% active | Potency, µM (titrated, usually from 76.9 µM), for the others: top-dose activity, negative = inhibition, usual class: inhibitors | purified Mm-Cpn ATPase, ADP Transcreener TR-FRET; also: potency is read from the fitted curve at half-maximal effect; % is scaled to controls: 0 for no effect and ±100 for the full control effect; nearly all actives have a fitted effect of over 80% in size
#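 Purified archaeal Mm-CPN (25nM final) preincubated 10 min at 37degC with compound, then 10uM ATP for 30 min at 37degC; ADP measured by HTRF Transcreener TR-FRET; buffer 30 mM TRIS pH 7.4, 100mM KCl, 5mM MgCl2, 1mM DTT.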
# Abeta yeast res – A-beta toxicity reversal in yeast. yeast expressing A-beta42, growth rescue, OD600, 48 h; response scale: 0% DMSO, 100% iron-clioquinol control. 410,000 tested, 0.063% active. Potency, µM (titrated, usually from 46.1 µM), for inactives: at the highest dose growth rescue, actives largely listed as activators; also: potency is read from the fitted curve at half-maximal effect; nearly all actives have a fitted effect of over 55% in size
#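 Yeast growth medium received pinned compounds, then yeast cells expressing toxic A-beta were added; plates incubated at 30 C for 48 hr. Growth read as absorbance at 600 nm, normalized to DMSO and equimolar FeCl3 plus clioquinol controls.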
# A549 tox – counter-screen for Nrf2 inhibitors: cytotoxicity in A549 cells; A549 ARE-Fluc cells, CellTiter-Fluor viability, 18-24 h; Potency, µM (series often up to 46 µM), inactives show at the top dose activity change, negative = cytotoxicity, actives largely listed as inhibitors; 390,000 tested, 0.16% active; also: potency is read from the fitted curve at half-maximal effect; % is scaled to controls: 0 for no effect and ±100 for the full control effect
#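 Cytotoxicity counterscreen: CellTiter-Fluor fluorescence was measured in A549 ARE_Fluc cells after 18-24 h of compound exposure in a concentration series. The subsequent BugLite luminescent read reports ARE-luciferase activity.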
# TGFb inhibitor – TGF-b pathway inhibition; HepG2 CAGA-GFP TGF-b/SMAD3 reporter, GFP fluorescence, 18 h; TGF-beta stimulated, 500 pg/mL final; Potency, µM (series often up to 46.1 µM), without a hit: at the top dose activity, negative = inhibition, usual class: inhibitors; 410,000 tested, 1.2% active; AID 588855; also: potency is read from the fitted curve at half-maximal effect; % is scaled to controls: 0 for no effect and ±100 for the full control effect; nearly all actives have a fitted effect of over 65% in size
#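 First, reporter cells (HEPG2 CAGA-GFP) rested 2 h at 37 degrees C. Next, compounds were pinned in and TGF-beta added to 500 pg/mL final. After 18 h, GFP was imaged per cell and summed per well.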
# CCT chaperon mod – modulators of cytosolic chaperonin (CCT/TRiC) activity. 360,000 tested, 0.3% active. activity change, % (concentration not given with the values), hits read low. purified chaperonin ATPase assay, HTRF ADP detection, 30 min; in the data active = activity change below about -30%; also: % is scaled to controls: 0 for no effect and ±100 for the full control effect
#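 First, chaperonin was dispensed at 40 nM or 20 nM final depending on batch activity. Next, compounds were pinned at 76 uM and ATP added at 10 uM. After 30 min at 37 °C, ADP detection reagents ran 30 min at ambient temperature.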
# Nrf2 ARE act – Nrf2 pathway activation; AREc32 ARE-luciferase reporter (MCF7-derived line), luminescence, 24 h; Potency, µM (series often up to 46.1 µM), for inactives: at the top dose activation, hits mostly activators; 410,000 tested, 0.31% active; also: potency is read from the fitted curve at half-maximal effect; % of control where 0% means no effect; nearly all actives have a fitted effect of over 65% in size
#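 Quantitative high-throughput format: AREc32 reporter cells, 1000 per well, received compound by pin transfer and were incubated 24 hr at 37 deg C, 5% CO2, before Steady-Glo luminescence detection.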
# HepG2 tox – kills HepG2 cells in TGF-b inhibitor counter-screen; HepG2 CAGA-GFP viability, ATP luminescence, 18 h; Potency, µM (doses to about 46.1 µM), inactives show at the highest dose activity change, negative = cytotoxicity, actives largely listed as cytotoxic; 410,000 tested, 0.76% active; AID 588856; also: potency is read from the fitted curve at half-maximal effect; some results filed as inactive show a strong effect at the top dose
#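 HepG2 CAGA-GFP cells (1000/well, DMEM with 1% FBS) received compound, then TGF-beta at 500 pg/mL final, and were incubated 18 hours at 37 degrees C. Viability was read by CellTiter-Glo luminescence. Media-only wells were set as complete cell-killing and DMSO as no toxicity.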
# Nrf2 inh – Nrf2 pathway inhibition; A549 ARE-Fluc reporter, luciferase luminescence, 18-24 h; Potency, µM (series often up to 46 µM), for the others: top-dose activity change, negative = inhibition, actives largely listed as inhibitors; 360,000 tested, 2.1% active; AID 504444; also: potency is read from the fitted curve at half-maximal effect; % is scaled to controls: 0 for no effect and ±100 for the full control effect; nearly all actives have a fitted effect of over 60% in size
#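 Cells were seeded and rested 2 h, then exposed to compounds for 18-24 h. CellTiter-Fluor was read first as a viability measure. BugLite was added 15 min before the final luminescent read of ARE-luciferase activity in A549 cells.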
# Akt phos inh – Akt phosphorylation inhibition; Neuro2A IGF-stimulated pAkt S473 HTRF, 20 min; stronger effect = lower value; activity change, % for hits at 50 µM; 360,000 tested, 0.32% active; in the data active = activity change below about -80%; inconclusive = mostly about -51% to -80%; also: % is scaled to controls: 0 for no effect and ±100 for the full control effect
#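 Neuro2A cells (4,500/well, DMEM with 0.5% FBS) were treated with compound at a single 50 µM final concentration, stimulated with 6 nM IGF for 20 min at 37 °C, and lysed. Phospho-Akt Ser473 was read by HTRF as 665/615 ratio ×10^4.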
# The depositor's hits bear a star; i = inactive; u = inconclusive; x = no result given; [ ] = another dose, or the depositor's remark. Unless noted, calls follow the shape of the dose curve; as a rule, active = well fitted curve in the direction sought with a large enough effect; inconclusive = small, poorly fitted or top-dose-only effect, or another doubt; inactive = no such curve, though single readings can be large; an effect the other way counts as inactive or inconclusive.
SMILES,MmCpn inh,Abeta yeast res,A549 tox,TGFb inhibitor,CCT chaperon mod,Nrf2 ARE act,HepG2 tox,Nrf2 inh,Akt phos inh
CCOc1ccc(N(CC(=O)NC2CCCCCC2)S(=O)(=O)c2ccccc2)cc1,-2%,-6%,-2%,0%,-1.2,-0.8%,36%,6%,i
C=CCNc1oc(-c2cccc(Cl)c2)nc1C#N,0%,9%,-3%,u,x,5.2%,-25%,4%,x
CCc1nc2ccccc2c(C(=O)OCC(=O)Nc2ccc(S(=O)(=O)N3CCOCC3)cc2)c1C,-14%,-3%,-17%,u,1.0,0.0%,-3%,u,i
COc1cccc(/C=C(/C#N)c2ccc(F)cc2)c1OCc1cccc(C(=O)O)c1,0%,30%,0%,-24%,-0.2,3.3%,-2%,0%,i
Cc1ccc(OCC(=O)N/N=C/c2cc([N+](=O)[O-])ccc2N2CCCCC2)cc1,0%,4%,-1%,u,2.9,-0.5%,5%,-4%,i
CC1(Cc2ccc(OC(F)(F)F)cc2)C(=O)Nc2c(Cl)ccc(Cl)c21 (stereo not given),x,8%,x,16µM*,-0.3,-2.5%,-113%,x,i
COc1cccc(NC(=O)Nc2cc(C(=O)O)ccc2C)c1,-1%,-4%,-11%,-7%,2.7,0.3%,-3%,-13%,i
CCC(C)(C)NC(=O)C(C)OC(=O)c1nsc(Cl)c1Cl (stereo not given),2%,u,-1%,3%,-2.8,-0.6%,-5%,5%,i
Cc1nc(CS(=O)(=O)c2ccccn2)sc1C(=O)NNC(=O)c1ccccc1,-2%,2%,-5%,4%,-1.7,-0.6%,4%,-5%,i
CCOc1ccccc1Cn1c(=O)oc2ccc(C)cc21,0%,17%[9.22 µM],9%,u,-0.1,-0.6%,-15%,x,i
CN(C)c1ccc(C(CNC(=O)c2ccccc2)c2c[nH]c3ccccc23)cc1 (stereo not given),-2%,-3%,-29%,u,-0.5,3.4%,-9%,u,i
COc1ccc(C(=O)Nc2nnc(S(=O)(=O)N3CCN(c4ccc(C)cc4)CC3)s2)cc1,x,0%,-1%,-3%,x,-0.5%,3%,21%,x
COc1ccc(-c2nnc(SCC(=O)NC(C)c3ccccc3)o2)cc1 (stereo not given),3%,7%,-6%,-1%,-50*,0.7%,-2%,4%,i
CC1(C)CC(=O)C(Sc2ccc(Br)cc2)=C(O)C1,-2%,7%,-14%,6%,-4.4,-0.2%,6%,-4%,i
CCc1ccc(NC(=O)CSc2nnc(CNC(=O)c3cccs3)o2)cc1,-2%,5%,0%,6%,-2.4,0.4%,-4%,-11%,i
O=[N+]([O-])c1cccc(-c2noc(-c3cccs3)n2)c1,1%,-3%,9%,-15%,-5.2,u,-20%,u,i
CC(=O)N1CCN(C(=O)c2ccc(Cl)c(S(=O)(=O)N3CCCCCC3)c2)CC1,2%,-13%,3%,1%,0.0,0.3%,-1%,-5%,i
O=C(CSc1nnc(-c2ccc3c(c2)OCO3)o1)Nc1c(F)cccc1F,1%,4%,-2%,1%,0.7,-0.5%,-7%,21%,i
Cc1cc(C)n2nc(SCC(=O)N3CCCC3)nc2n1,0%,-8%,1%,0%,2.7,-0.6%,7%,u,i
COc1cc(NC(=O)CN2C(=O)NC(c3ccccc3)(c3ccccc3)C2=O)cc(OC)c1,0%,0%,2%,-17%,-1.1,0.2%,-2%,-5%,i

# Copied from the entries so far for reference:
SMILES,MmCpn inh,Abeta yeast res,A549 tox,TGFb inhibitor,CCT chaperon mod,Nrf2 ARE act,HepG2 tox,Nrf2 inh,Akt phos inh
CCOc1ccc(N(CC(=O)NC2CCCCCC2)S(=O)(=O)c2ccccc2)cc1,-2%,-6%,-2%,0%,-1.2,-0.8%,36%,6%,i
C=CCNc1oc(-c2cccc(Cl)c2)nc1C#N,0%,9%,-3%,u,x,5.2%,-25%,4%,x

# In the list so far, these have an aryl thioether with sulfur outside any ring.
SMILES,MmCpn inh,Abeta yeast res,A549 tox,TGFb inhibitor,CCT chaperon mod,Nrf2 ARE act,HepG2 tox,Nrf2 inh,Akt phos inh
COc1ccc(-c2nnc(SCC(=O)NC(C)c3ccccc3)o2)cc1 (stereo not given),3%,7%,-6%,-1%,-50*,0.7%,-2%,4%,i
CC1(C)CC(=O)C(Sc2ccc(Br)cc2)=C(O)C1,-2%,7%,-14%,6%,-4.4,-0.2%,6%,-4%,i
CCc1ccc(NC(=O)CSc2nnc(CNC(=O)c3cccs3)o2)cc1,-2%,5%,0%,6%,-2.4,0.4%,-4%,-11%,i
O=C(CSc1nnc(-c2ccc3c(c2)OCO3)o1)Nc1c(F)cccc1F,1%,4%,-2%,1%,0.7,-0.5%,-7%,21%,i
Cc1cc(C)n2nc(SCC(=O)N3CCCC3)nc2n1,0%,-8%,1%,0%,2.7,-0.6%,7%,u,i

# Next part:
SMILES,MmCpn inh,Abeta yeast res,A549 tox,TGFb inhibitor,CCT chaperon mod,Nrf2 ARE act,HepG2 tox,Nrf2 inh,Akt phos inh
CCC(C)N(C(=O)COC(=O)c1ccccc1SCC(=O)N1CCCC1)C1CCS(=O)(=O)C1 (stereo not given),-1%,0%,10%,-1%,-3.5,0.5%,-33%,6%,i
CC(CN1CCOCC1)c1ccccc1 (stereo not given),0%,5%,-4%,3%,2.4,0.6%,-14%,-6%,i
O=S1(=O)CC(N2CCC(c3ccccc3)CC2)CN1Cc1ccc(F)cc1 (stereo not given),x,-11%,x,u,-3.3,3.0%,-19%,x,i
O=c1c2ccccc2[nH]c(=S)n1CCCN1CCN(c2ccccc2F)CC1,2%,-4%,5%,-11%,-1.6,-2.0%,-7%,u,i
COc1ccc(CC(=O)N2CCN(C(=O)c3ccco3)CC2)cc1,1%,-5%,7%,0%,-1.8,-0.1%,1%,-9%,i
O=C(Cc1ccc(-n2c(=O)[nH]c3ccsc3c2=O)cc1)NCc1cccnc1,-3%,3%,4%,-26%,-1.0,-0.6%,7%,2%,i
O=C(OCC(=O)N1CCN(S(=O)(=O)c2ccccc2)CC1)C1CCC1,1%,-3%,11%,-9%,-0.9,-0.4%,0%,21%,i
CC(C)CNC(=O)COC(=O)CNC(=O)c1cc(Cl)cc([N+](=O)[O-])c1,1%,2%,-3%,-5%,1.1,-0.9%,3%,10%,i
COc1ccc(NC(C)=O)cc1S(=O)(=O)Nc1ccc(S(=O)(=O)N2CCCCC2)cc1,-7%,26%,-8%,5%,-3.2,-0.3%,1%,-14%,i
Cc1noc(-c2ccc(N3CCCCC3)c([N+](=O)[O-])c2)n1,x,-22%,-1%,-1%,x,3.7%,-14%,9%,x
COc1ccc(CCn2c(-c3ccco3)nc3ccccc3c2=O)cc1OC,0%,-22%,-8%,-9%,1.5,-0.4%,-28%,u,i
COc1ccc(CC(=O)Nc2nc3c(s2)CC(C(C)(C)C)CC3)cc1 (stereo not given),x,u,-10%,u,x,4.1%,-50%,u,x
COc1cccc(NC(=O)COC(=O)/C=C/c2ccco2)c1,-1%,10%,0%,27%,3.3,u,21%,-6%,i
CCOc1ccc(CCNC(=O)COC(=O)c2nc(Cl)ccc2Cl)cc1OCC,-27%,-3%,-1%,-8%,-0.7,2.6%,-27%,15%,i
Cn1c(=O)c2c(ncn2CC(=O)NC[C@H]2O[C@@H](n3cnc4c(N)ncnc43)[C@H](O)[C@@H]2O)n(C)c1=O,4%,-7%,1%,-1%,-1.6,-0.2%,9%,18%,i
O=C(CCN1CCN(C/C=C/c2ccccc2)CC1)Nc1ccc(Cl)cc1,0%,-6%,10%,8%,1.6,0.7%,-6%,7%,i
Cc1nnc(SCC(=O)Nc2ccc3c(c2)OCCO3)n1CC1CCCO1 (stereo not given),-1%,10%,-9%,2%,-3.2,-0.8%,-2%,11%,i
CC1CN(S(=O)(=O)c2cccs2)CC(C)O1 (stereo not given),1%,-4%,u,-11%,0.2,0.0%,-10%,-13%,i
COc1ccc(NC(=O)Cc2csc(NC(=O)Nc3ccccc3OC)n2)c(OC)c1,1%,10%,-3%,-5%,-2.0,2.0%,4%,-15%,i
Nc1[nH][nH]c(=O)c1N=Nc1ccc2c(c1)OCO2,-10%,-13%,u,0%,1.8,-0.2%,-7%,24%,i
Cc1c(C(=O)N2CCCCC2)c(S(=O)(=O)NCc2ccc(F)cc2)c(C)n1C,2%,5%,-2%,0%,-2.3,-0.5%,-5%,u,i
COCCCNC(=O)CCn1c(=O)c2ccccc2n(CC(=O)NCCC2=CCCCC2)c1=O,0%,3%,6%,1%,2.2,-0.1%,-7%,12%,i
Cn1c(=O)c2sccc2n2c(CCC(=O)NCc3ccc(F)cc3)nnc12,x,-5%,6%,13%,x,-0.7%,-5%,1%[9.27 µM],x
O=C(CC1CCCC1)Nc1ccc2c(c1)CCC2,1%,29%,-3%,10%,-1.6,0.9%,5%,x,i
COc1ccc(C(=O)NC2CCN(Cc3c(F)cccc3Cl)CC2)cc1OC,-1%,-5%,9%,-4%,-1.4,0.0%,2%,-19%,i
O=C(CNC(=O)c1ccccc1)N/N=C/c1cc(Br)ccc1O,-3%,0%,0%,-3%,2.2,0.0%,-42%,-1%,i
N=C(c1ccc([N+](=O)[O-])cc1)N1CCCCCC1,-1%,-14%,0%,8%,2.2,-0.1%,8%,22%,i
CCC(C(=O)Nc1sc(C(N)=O)c(C)c1C(=O)OC)c1ccccc1 (stereo not given),-3%,-4%,1%,u,2.4,5.9%,-32%,u,i
CCCCCCCN1C(Nc2ccccc2)=NC[C@@H]1Cc1ccccc1,1%,4%,-8%,u,-0.1,0.5%,-42%,5%,i

# High-throughput results deposited in PubChem by National Center for Advancing Translational Sciences (NCATS).

# Compounds as they come; any-hit rate near 4.3%.
